Assay outcomes (PubChem BioAssay)
Pf Dd2 growth – qHTS Primary assay for Inhibitors of Plasmodium falciparum Dd2 growth in vitro. P. falciparum Dd2 growth, SYBR Green, 72 h. Potency, µM (top dose mostly 28.9 µM), inactives show at the highest dose activity, negative = inhibition, hits mostly inhibitors. 120,000 compounds, 4.3% hits. AID 1347417, 2020; active = well fitted inhibition curve with a large enough effect; inconclusive = small, poorly fitted or top-dose-only effect; inactive = no such curve, though single readings can be large or run the other way;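 also: plate controls were DMSO vehicle for no effect and reference drug for full effect; nearly all actives have a fitted effect of over 65% in size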
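Readout: SYBR Green fluorescence, 485 nm excitation, 535 nm emission, after ~16 h lysis at 37C. Before that, Dd2-infected red cells (2.5% hematocrit) grew 72 h with compound, 29 uM top final concentration.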
An asterisk follows results filed as active; i = inactive; u = inconclusive; & = joins results of further samples; [ ] = remark or other dose. Potency is read from the fitted curve at half-maximal effect. Some of the compounds tested; count on the stated rates, not on these rows.

SMILES	Pf Dd2 growth
O=C(c1ccc(C(F)(F)F)cc1)N1CCn2c(nn(-c3ccc([N+](=O)[O-])cc3)c2=O)C1	-18.2%
O=C1CO[C@H]2CCN(Cc3cccs3)CC[C@@H]2N1c1ccccc1	u
COc1cccc(C(=O)N2CCC(N3C[C@H](O)C[C@H]3C(=O)Nc3ccc(F)cc3)CC2)c1	u
Cc1ccc(OCC(=O)N2CCCCCC2c2nc(C)no2)cc1 (stereo unspecified)	-11.5%
COc1ccc(CC(=O)Nc2c(C(=O)Nc3ccc(F)cc3)oc3ccccc23)cc1OC	37.2%[activator]
O=C(NCc1ccccc1F)C1c2ccccc2C(=O)N(Cc2ccccc2)C12CCCC2 (stereo unspecified)	u
CC(=O)C1=C(c2ccc(Cl)c(Cl)c2)N(C(C)=O)n2c(C)nnc2S1	2.82µM*
CCc1nn2c(=O)cc(COC(=O)CNC(=O)c3ccccc3)nc2s1	38.1%[activator]
CCCOc1ccc(CNC(=O)CN2C(=O)c3cccnc3Oc3ccc(C)cc32)cc1	49.0%[activator]
Cc1ccc2nc([C@H]3CCN(C(=O)Nc4ccccc4)C3)[nH]c2c1	u
CCOc1ccc2c(n1)CCN(C(=O)c1ccc(OC)c(OC)c1)C2	-25.3%
CNS(=O)(=O)c1cn(CC(=O)N2CCN(c3cccc(C)c3C)CC2)cc1S(=O)(=O)NC	i
O=C(NCCCN1CCN(c2ccc(F)cc2)CC1)c1cc2c(Cl)nc3ccccc3c2s1	u
Cc1ccc(N2CC(Cc3ccccc3)N(C(=O)c3ccnn3C)CC2=O)cc1 (stereo unspecified)	-5.5%
N#C/C(=C\c1ccc(Br)cc1)c1nc(-c2cc3cc(Br)ccc3oc2=O)cs1	19.3%
CC(C)Oc1ccc(CN2CCc3nc(Nc4ccc5c(c4)OCCO5)ncc3C2)cc1	u
CCCS(=O)(=O)N1CCC(n2c(C)nc3cccnc32)CC1	73.4%[activator]
O=c1ncn(Cc2ccccc2)c2ccc(-c3ccc(F)cc3F)nc12	u
CC(=O)N(C1CC1)C1CCOC2(CCN(C(=O)NCc3ccc(C)cc3)CC2)C1 (stereo unspecified)	-8.7%
Cc1noc2c(Nc3ccc(N4CCOCC4)cc3)cc(-c3cccs3)nc12	u
CN(C)C[C@@H]1CN(Cc2cccnc2)C[C@H]1NC(=O)C1CC=CC1	i
C[C@@H]1CN(Cc2nc3c(n2Cc2ccccc2)C(=O)N(Cc2ccccc2F)CCN3)C[C@H](C)O1	-18.7%
CN(C)CC1(O)CCC2(CCN(C(=O)CCCc3ccccc3)CC2)CC1	i
Cc1nn2c(=O)cc(COC(=O)c3cccc(NC(=O)c4cccs4)c3)nc2s1	11.9%
Cc1ccc(C(=O)Nc2nnc(S(=O)(=O)N3CCN(c4ccc(F)cc4)CC3)s2)cc1	1.0%

Four of the compounds above, as labelled records.
CCCS(=O)(=O)N1CCC(n2c(C)nc3cccnc32)CC1
  Pf Dd2 growth: 73.4%[activator]

O=c1ncn(Cc2ccccc2)c2ccc(-c3ccc(F)cc3F)nc12
  Pf Dd2 growth: u

CC(=O)N(C1CC1)C1CCOC2(CCN(C(=O)NCc3ccc(C)cc3)CC2)C1 (stereo unspecified)
  Pf Dd2 growth: -8.7%

Cc1noc2c(Nc3ccc(N4CCOCC4)cc3)cc(-c3cccs3)nc12
  Pf Dd2 growth: u

Continuation:
SMILES	Pf Dd2 growth
COc1ccc(-c2cc(C(=O)NCCc3cnc[nH]3)c3c(c2)N(C)CCO3)cn1	i
CN(Cc1ccccc1)C(=O)CC1CCNC1 (stereo unspecified)	i
CC(C)CCN1C(=O)CC[C@]2(C(=O)N3CCN(C)CC3)CCCC[C@@H]12	11.2µM*
Clc1cccc(-c2noc(-c3ncn4c3COC(c3ccccc3Cl)C4)n2)c1 (stereo unspecified)	u
O=C(c1cccnc1OC1CCN(S(=O)(=O)c2cccc(F)c2)C1)N1CCOCC1 (stereo unspecified)	-4.1%
COc1ccc(NC(=O)CCC2CCCN(C(=O)C3=C(C)OCCO3)C2)cc1Cl (stereo unspecified)	3.16µM*
CC(C)(C)c1ccc(-c2cn(C[C@H]3CC4CCN3C[C@@H]4C(=O)N3CCOCC3)nn2)cc1 (stereo partly specified)	u
CCCNc1ncnc2onc(C)c12	-3.6%
CN1CCC2(C1)CN(CC1CC1)c1ccc(C(=O)NCCOc3ccccc3)cc12 (stereo unspecified)	u
CCCCOc1ccc(C(=O)Nc2ccc3c(c2)CCCN3C(=O)c2cccs2)cc1	u
COc1cc(C(=O)Nc2ccc(OCc3cc(=O)n4cccc(C)c4n3)cc2)cc(OC)c1OC	0.5%
CC(=O)c1c(C)nn(CC(=O)N[C@H]2CCOC[C@H]2C2CCOCC2)c1C	-2.8%
C[S+](=O)([O-])c1ccc(-c2cc(C(=O)NCc3ccc(F)cc3)nn3cccc23)cc1	-7.3%
COc1ccc(NC(=O)CC2C(=O)N(c3ccc(F)cc3)C(=O)N2Cc2ccc3c(c2)OCO3)cc1 (stereo unspecified)	i
O=C(CCc1ccccc1)N1CCC(c2noc(-c3cnccn3)n2)C1 (stereo unspecified)	12.4%[5.79 µM]
Cc1ccc(Cl)cc1-n1ncc2c(N3CCN(Cc4ccccc4)CC3)ncnc21	u
Cc1cc(C)nc(-n2nc(C)c3c2NC(=O)CC3c2cccc(O)c2)n1 (stereo unspecified)	-0.1%
CCc1ccc(CNC(=O)C2CCN(C(=O)c3nnn4c3COC(c3ccc(C)cc3)C4)CC2)cc1 (stereo unspecified)	i
O=C(COCc1cc(-c2ccco2)on1)Nc1cc(Cl)ccc1O	i
Cn1cnnc1C1CCN(C(=O)C2CCCN(C(N)=O)C2)CC1 (stereo unspecified)	4.6%
COc1ccc(-c2nc(CN3CCC(CO)CC3)c(C)o2)c2ccccc12	u
COc1ccc(-c2nc(C3CC(=O)N(c4ccc(F)cc4)C3)no2)cc1F (stereo unspecified)	52.6%[activator]
CCNC(=O)c1cccnc1OC1CCN(C(=O)c2ccc(OC)cc2)C1 (stereo unspecified)	-23.0%
O=C1CC2(CCN(C(=O)c3ccccc3)CC2)Oc2ccccc2N1	15.4%
Cc1c(-c2cn(C)c(=O)n3cc(COc4ccc(Cl)cc4)nc23)cnn1C	i

New compounds follow
SMILES	Pf Dd2 growth
CCC(=O)N1CCC(Oc2ccc(NC(=O)NCc3ccccc3)cn2)C1 (stereo unspecified)	-7.7%
CCN1c2cc(C(=O)N3CCN(C4CCCCC4)CC3)ccc2C(=O)N2CCCCCC21 (stereo unspecified)	u
COc1ccc(-c2ccc3nnc(CNC(=O)C(C)Oc4ccccc4)n3n2)cc1 (stereo unspecified)	i
Cc1cccc(C)c1N1CC(c2nc3ccccc3n2CC(=O)OC(C)C)CC1=O (stereo unspecified)	-1.5%
CCC(c1nc(-c2cccnn2)no1)n1cc(C(C)=O)c2ccccc21 (stereo unspecified)	-3.7%
CC(C)(C)C(=O)N1CCC(c2nn(-c3ccc(Cl)cc3)c(=O)[nH]2)CC1	8.91µM*
CCOC(=O)N1CCN(Cc2nc(-c3ccc(C)s3)oc2C)CC1	-38.3%
Cc1ccc(C(=O)N2C[C@@H](CN3CCOCC3)[C@@H](CO)C2)cc1O	6.7%
O=C(c1c[nH]c2ncccc12)N1CCOCC1	12.9%[44.1 µM]
COc1cc(=O)n2c(c1C(=O)Nc1cc(C(F)(F)F)ccc1Cl)CCCC2	52.0%[activator]
Cc1oc(-c2cccc(Br)c2)nc1Cn1c(SCc2cccc(F)c2)nc2cccnc21	-27.7%
COCCNC(=O)c1nc(-c2cc(Cl)cc(Cl)c2)c2ccccn12	0.1%&-22.4%
COc1ccc(-c2nnc(SCCOc3ccccc3C)o2)cc1OC	22.7%
Cc1ccc(C2=NC(c3ccc(F)cc3)=Nc3ccc(C)cc3N2)cc1	-7.5%
COc1ccc(C(=O)N2CCOC[C@H](Oc3cnccn3)C2)cc1	22.0%[44.1 µM]
COc1ccc(NC(=O)CSc2oc(-c3ccc(C)cc3)nc2S(=O)(=O)c2ccc(C)cc2)c(OC)c1	u
COc1ccc(NC(=O)COCc2cc(-c3ccc4c(c3)OCO4)on2)cc1	17.0%
C[S+](=O)([O-])N1CCC(Cn2ccc3c(N4CCOCC4)nc(-c4cccnc4)cc32)CC1	i
CN(C)C[C@@H]1CN(S(C)(=O)=O)C[C@H]1NC(=O)Cc1c(F)cccc1Cl	14.5%
O=C1CCN(C(=O)Cc2c[nH]c3ccccc23)CCCCCCN1	i
O=C1CC(c2ccccc2)N(C(=O)CNC(=O)c2ccncc2)CCCCCN1 (stereo unspecified)	-5.8%
CCOc1ccc(/C=C(\C#N)C(=O)Nc2sc3c(c2C(=O)OC)C(C(=O)OC)CC3)cc1OC (stereo unspecified)	-15.2%
COc1cc2c(cc1OC)C(CNC(=O)CC(C)C)N(C(=O)Nc1cccc(F)c1)CC2 (stereo unspecified)	i
CC(C(=O)N1CCc2onc(-c3cccc4ccccc34)c2C1)n1ccnc1 (stereo unspecified)	-16.6%
Cc1ncccc1C(=O)N1CCC2(CCC(=O)N(CC3CC3)CC2)CC1	i

Next entries follow.
SMILES	Pf Dd2 growth
Cc1ccc(C(=O)N2CCC3(CC2)N=C(c2ccc(C)cc2)NO3)cc1	u
C[C@H]1[C@@H]2[C@@H](O)[C@H]([C@H](C)C(=O)N3CCCCC3)CC[C@@]2(C)CC[C@@H]1NC(=O)c1cncnc1	i
O=C(NCc1ccc(Cl)cc1)c1ccc(CSCc2cccc(Cl)c2)o1	17.6%
CCCC(=O)N1CCC(N2CC3CC(C2)[C@H]2CCCC(=O)N2C3)CC1 (stereo partly specified)	-11.1%
COc1cccc(NC(=O)N[C@H]2C[C@@H](C(=O)N[C@H](Cc3ccccc3)C(N)=O)N(C(=O)C=C(C)C)C2)c1	-16.3%
Cn1cccc1C(=O)N[C@@H]1CN(c2ncccn2)C[C@H]1CO	i
NC(=O)[C@@H]1CN(C(=O)c2ccccc2F)C[C@H]1COc1ccccc1	9.2%
COc1ccc(C2Cn3nnc(-c4noc(-c5cccnc5)n4)c3CO2)cc1 (stereo unspecified)	u
Cc1ccc(CN2CCN(c3ncnc4onc(C)c34)CC2CCO)cc1 (stereo unspecified)	-20.3%
CCOc1cccc(-c2noc(-c3nnn4c3COC(c3ccc(C)cc3C)C4)n2)c1 (stereo unspecified)	i
O=C(NCc1ccccc1)C1CCN(C(=O)c2ncn3c2COC(c2ccc(F)cc2)C3)CC1 (stereo unspecified)	-21.3%
Cc1ccccc1Cn1nc(C)c(NC(=O)c2cc(-c3ccc(F)cc3)on2)c1C	38.7%
O=C(C1CCC1)N1CCCc2cc(S(=O)(=O)N3CCN(c4ccccc4)CC3)ccc21	-10.9%
O=C(COc1ccc(Br)cc1Cl)Nc1ncn[nH]1	20.3%
Cc1cc(C(=O)N2CCCn3cc(-c4ccccc4F)nc32)nn1C	-16.6%
Cc1ccc(CNC(=O)C2(CCO)CCN(c3ncccn3)C2)o1 (stereo unspecified)	-6.8%
Cc1cnc(C(=O)N2[C@H]3CC[C@@H]2c2cnc(-c4ccc(F)cc4)nc2C3)cn1	i
O=C(NCc1noc(-c2cccs2)n1)[C@H]1CNC[C@H](C(=O)N2CCCC2)C1	10.8%
Cc1ccccc1NS(=O)(=O)c1ccc(Br)s1	i
CCc1ccc(NC(=O)C2CCC(CNS(=O)(=O)c3ccc4c(c3)C(C)(C)C(=O)N4C)CC2)cc1 (stereo unspecified)	23.5%
CCN1C(=O)C2(CCN(S(=O)(=O)c3ccc(C(F)(F)F)cc3)CC2)c2ccccc21	i
COC[C@@H]1CN(C(=O)c2cc(F)ccc2F)C[C@H]1c1ccncc1	-0.1%
Cn1nccc1C(=O)N1CCC(Nc2cccnc2)C1 (stereo unspecified)	24.1%[5.79 µM]
Cc1ccc(-c2nc(CN3CCCC3=O)no2)cc1	u
O=C(c1ccn[nH]1)N1CC(c2ncc3c(-c4cccc(C(F)(F)F)c4)nccn23)C1	u

Two of the compounds above, comma-delimited:
SMILES,Pf Dd2 growth
CCOc1cccc(-c2noc(-c3nnn4c3COC(c3ccc(C)cc3C)C4)n2)c1 (stereo unspecified),i
O=C(NCc1ccccc1)C1CCN(C(=O)c2ncn3c2COC(c2ccc(F)cc2)C3)CC1 (stereo unspecified),-21.3%

Continuation:
SMILES	Pf Dd2 growth
CCc1nn2c(=O)cc(COC(=O)c3cccc(NC(=O)c4ccccc4C)c3)nc2s1	19.5%
O=C(Nc1ccccc1F)c1ccc2c(Cl)c3c(nc2c1)CCC3	i
CCN1CCN(C(c2ccc(SC)cc2)c2c(O)cc(C)n(Cc3ccco3)c2=O)CC1 (stereo unspecified)	0.8%
O=C(NCc1cccc(F)c1)C1CCCN(C(=O)N2CCOc3ccccc32)C1 (stereo unspecified)	1.5%
CN1CCc2[nH]cnc2C12CCN(C(=O)c1cc(=O)[nH]c3ccccc13)CC2	-1.2%
CCc1ccc(NC(=O)c2ccc3c(c2)c(C)c(C)n3Cc2ccccc2)cc1	i
CCSc1nc(CC(=O)NCc2ccc(S(N)(=O)=O)cc2)cs1	u
Cc1nc2sc(C)c(C)n2c(=O)c1S(=O)(=O)NCCc1ccc(Cl)cc1	-20.4%
CCOc1ccc(CCNC(=O)c2csc3c2CCCCC3)cc1	-10.7%
CCc1ccc(C(=O)c2cn(CC(=O)NCCc3ccccc3)c3nc(C)ccc3c2=O)cc1	-15.5%
CCOc1ccc(-c2nnc(SCC(=O)NCc3ccccc3)nc2-c2ccc(OCC)c(OC)c2)cc1OC	28.0%

By substructure: the compounds so far with a tert-butyl group.
SMILES	Pf Dd2 growth
CC(C)(C)c1ccc(-c2cn(C[C@H]3CC4CCN3C[C@@H]4C(=O)N3CCOCC3)nn2)cc1 (stereo partly specified)	u
CC(C)(C)C(=O)N1CCC(c2nn(-c3ccc(Cl)cc3)c(=O)[nH]2)CC1	8.91µM*
